pAkt inh: blocks phosphorylation of Akt | Neuro2A IGF-stimulated pAkt S473 HTRF, 20 min; stronger effect = lower value | activity change, % for hits at 50 µM | hit rate 0.32% among 360,000; in the data active = activity change below about -80%; inconclusive = mostly about -51% to -80%; also: % is scaled to controls: 0 for no effect and ±100 for the full control effect
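Neuro2A cells in DMEM with 0.5% FBS, overnight at 37 deg C, given compound at single 50 µM final, then IGF (6 nM final) for 20 min at 37 deg C. Lysed; phospho-Akt Ser473 by HTRF after 24 h, 665/615 ratio.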
Nrf2 activator: activators of Nrf2 (ARE) signaling. AREc32 ARE-luciferase reporter (MCF7-derived line), luminescence, 24 h. Potency, µM (top dose mostly 46.1 µM), inactives show at the highest dose activation, most hits filed as activators. hit rate 0.31% among 410,000; also: potency is read from the fitted curve at half-maximal effect; % of control where 0% means no effect; nearly all actives have a fitted effect of over 65% in size
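ARE activation measured as luciferase luminescence (Steady-Glo, 30 min RT) in AREc32_Fluc cells after 24 hr compound exposure at 37 deg C, 5% CO2; cells seeded overnight at 1000/well in OPTI-MEM, 5% FBS.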
Nrf2 inh: Nrf2 pathway inhibition; A549 ARE-Fluc reporter, luciferase luminescence, 18-24 h; Potency, µM (series often up to 46 µM), inactives show at the top dose activity change, negative = inhibition, most hits filed as inhibitors; hit rate 2.1% among 360,000; also: potency is read from the fitted curve at half-maximal effect; % is scaled to controls: 0 for no effect and ±100 for the full control effect; nearly all actives have a fitted effect of over 60% in size
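Nrf2 activity is the BugLite luminescence, read 15 min after reagent at room temperature, following CellTiter-Fluor cytotoxicity readout (30 min, 37C). Compound titrations were applied for 18-24 h to 5000 A549 ARE_Fluc cells/well in 5% FBS OPTI-MEM.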
A549 tox: A549 cytotoxicity, counter-screen for Nrf2 inhibitors. A549 ARE-Fluc cells, CellTiter-Fluor viability, 18-24 h. Potency, µM (top dose mostly 46 µM), inactives show at the top dose activity change, negative = cytotoxicity, most hits filed as inhibitors. hit rate 0.16% among 390,000; also: potency is read from the fitted curve at half-maximal effect; % is scaled to controls: 0 for no effect and ±100 for the full control effect
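A549 ARE-Fluc cells in 5% FBS OPTI-MEM, 5000 cells/well, rested 2 h then exposed to compounds in concentration-response for 18-24 h at 37 °C. Viability by CellTiter-Fluor fluorescence (Ex 405/Em 525) after 30 min; luciferase luminescence (BugLite, 15 min, RT) read afterwards.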
Mm-Cpn inhibitor: blocks the Methanococcus maripaludis chaperonin Mm-Cpn; purified Mm-Cpn ATPase, ADP Transcreener TR-FRET; Potency, µM (series often up to 76.9 µM), for inactives: at the highest dose activity, negative = inhibition, actives largely listed as inhibitors; hit rate 0.031% among 330,000; also: potency is read from the fitted curve at half-maximal effect; % is scaled to controls: 0 for no effect and ±100 for the full control effect; nearly all actives have a fitted effect of over 80% in size
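Purified archaeal chaperonin (25 nM final) was preincubated with compound for 10 min at 37°C, then ATP (10 uM final) was added for 30 min at 37°C in Tris pH 7.4/KCl/MgCl2/DTT buffer. ADP was quantified by HTRF Transcreener TR-FRET.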
TGFb SMAD3 inh: blocks TGF-b signaling | HepG2 CAGA-GFP TGF-b/SMAD3 reporter, GFP fluorescence, 18 h; TGF-beta stimulated, 500 pg/mL final | Potency, µM (doses to about 46.1 µM), without a hit: top-dose activity, negative = inhibition, most hits filed as inhibitors | hit rate 1.2% among 410,000 | AID 588855; also: potency is read from the fitted curve at half-maximal effect; % is scaled to controls: 0 for no effect and ±100 for the full control effect; nearly all actives have a fitted effect of over 65% in size
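Cell-based qHTS in HEPG2 carrying a CAGA-GFP Smad reporter; compounds added before 500 pg/mL final TGF-beta, 18 h incubation at 37 degrees C, GFP fluorescence quantified per cell by imaging cytometry.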
Abeta yeast res: A-beta toxicity reversal in yeast; Potency, µM (series often up to 46.1 µM), inactives show top-dose growth rescue, most hits filed as activators; hit rate 0.063% among 410,000; AID 1347071; yeast expressing A-beta42, growth rescue, OD600, 48 h; response scale: 0% DMSO, 100% iron-clioquinol control; also: potency is read from the fitted curve at half-maximal effect; nearly all actives have a fitted effect of over 55% in size
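Yeast growth medium received pinned compounds, then yeast cells expressing toxic A-beta were added; plates incubated at 30 C for 48 hr. Growth read as absorbance at 600 nm, normalized to DMSO and equimolar FeCl3 plus clioquinol controls.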
CCT chaperon mod: cytosolic chaperonin activity modulation. purified chaperonin ATPase assay, HTRF ADP detection, 30 min. activity change, % (test concentration not listed), hits read low. hit rate 0.3% among 360,000. AID 651819; in the data active = activity change below about -30%; also: % is scaled to controls: 0 for no effect and ±100 for the full control effect
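TRiC at 40 or 20 nM final (batch-dependent) in 30 mM Tris pH 7.4, 100 mM KCl, 5 mM MgCl2, 1 mM DTT, with compound at single 76 uM and 10 uM ATP, 30 min at 37 deg C. ADP detected by HTRF Transcreener, 665/615 ratio.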
HepG2 tox: kills HepG2 cells in TGF-b inhibitor counter-screen. HepG2 CAGA-GFP viability, ATP luminescence, 18 h. hit rate 0.76% among 410,000. Potency, µM (top dose mostly 46.1 µM), without a hit: at the top dose activity change, negative = cytotoxicity, most hits filed as cytotoxic; also: potency is read from the fitted curve at half-maximal effect; some results filed as inactive show a strong effect at the top dose
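HepG2 CAGA-GFP cells (1000/well, DMEM with 1% FBS) received compound, then TGF-beta at 500 pg/mL final, and were incubated 18 hours at 37 degrees C. Viability was read by CellTiter-Glo luminescence. Media-only wells were set as complete cell-killing and DMSO as no toxicity.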
An asterisk follows results filed as active; i = inactive; ? = inconclusive; · = not tested or not shown; & = joins results of further samples; [ ] = remark or other dose. Unless noted, calls follow the shape of the dose curve; as a rule, active = well fitted curve in the direction sought with a large enough effect; inconclusive = small, poorly fitted or top-dose-only effect, or another doubt; inactive = no such curve, though single readings can be large; an effect the other way counts as inactive or inconclusive.

Sequence of screens: pAkt inh, Nrf2 activator, Nrf2 inh, A549 tox, Mm-Cpn inhibitor, TGFb SMAD3 inh, Abeta yeast res, CCT chaperon mod, HepG2 tox
Cc1ccc(OC(C)C(=O)N=Nc2c(O)[nH]c3ccc([N+](=O)[O-])cc23)cc1 (centres undefined)
 : i, 2.1%, -11%, -15%, 2%, ?, -5%, -2.2, -39%
Nc1ncc(S(=O)(=O)NCc2ccccc2F)cn1
 : ·, -1.4%, ·, 0%, ·, -3%, 2%, ·, 11%
CC1=C(C(=O)Nc2cccnc2)C(c2cccc(O)c2)n2nc(SCc3ccccc3)nc2N1 (centres undefined)
 : ·, -0.3%, ·, 1%, ·, -4%, -12%, ·, 2%
CCOc1cc(C)c(S(=O)(=O)N2CCCCC2)cc1C
 : i, -0.3%, ?, 8%, 1%, ?, ?, -4.4, -39%
COc1ccc(C(Nc2ccccn2)c2ccc3ccc(C)nc3c2O)cc1C (centres undefined)
 : ·, 19%, 5%, -2%, ·, ?, -16%, ·, -35%
Cc1[nH]c(=O)[nH]c(=O)c1N(C)C
 : i, -0.7%, -19%, -2%, 2%, 4%, -1%, 1.6, 1%
CC(C)NS(=O)(=O)c1ccc(OCC(=O)NC2CCCCCC2)cc1
 : i, -0.9%, -10%, 1%, 1%, 3%, 6%, 0.2, 3%
CC(C)SCCCCOc1ccc2ccccc2c1
 : i, -0.2%, ?, ?, -16%, 3%, -3%, -2.1, -7%
CCOC(=O)C(CCCCCCC(NC(C)=O)(C(=O)OCC)C(=O)OCC)(NC(C)=O)C(=O)OCC
 : i, 0.2%, 7%, 1%, 3%, -11%, 23%, 0.6, 5%
O=C(CCSc1ccccc1)Nc1ccc(S(=O)(=O)Nc2ncccn2)cc1
 : i, 0.2%, 13%, -20%, -1%, -23%, -9%, -5.2, 6%
O=C(O)CC(c1ccc(F)cc1F)N1Cc2ccccc2C1=O (centres undefined)
 : i, -0.7%, 0%, -6%, 1%, 11%, 15%, -0.2, 7%
COc1ccc(CCNC(=O)COc2ncnc3ccccc23)cc1OC
 : i, 0.1%, 4%, -14%, -4%, -34%, -4%, -2.4, 5%
CCN(CC)S(=O)(=O)c1ccc(N2Cc3ccccc3C2=N)cc1
 : i, -0.8%, -18%, 3%, -4%, -8%, ?, -0.2, -5%
O=C1CN(C(=O)NCCC(=O)NC2CCCCC2)c2ccccc2N1
 : i, -0.5%, -4%, -6%, -2%, 1%, ·, 3.4, -4%
Nc1ccccc1NC(=O)NC(=O)c1ccccc1
 : i, 4.3%, ?, 14%, 3%, 0%, -4%, -0.1, -4%
Cc1ccc(Cn2c(CN3CCOCC3)nc3c2c(=O)n(C)c(=O)n3C)cc1
 : i, -0.1%, 4%, 3%, -21%, -5%, 12%, 2.2, 8%
O=C(O)Cn1c(-c2cscn2)nc2ccccc21
 : i, -0.8%, 8%, 11%, -4%, -28%, 11%, 0.8, -16%
CCOC(=O)c1c(C)oc2ccc(N(C(=O)c3ccncc3)S(=O)(=O)c3ccc(F)cc3)cc12
 : ·, 0.3%, ?, -13%, ·, -4%, -15%, ·, 1%
O=C(O)CSc1ncnc2c1oc1ccccc12
 : i, 0.4%, -14%, -1%, -4%, 7%, 16%, -0.9, 3%
CC(=O)c1ccc(S(=O)(=O)NC2CC(=O)N(c3cccc(F)c3)C2)cc1 (centres undefined)
 : i, 0.2%, 4%, -1%, 1%, 2%, 1%, 1.7, -2%
COc1cc(C)c(S(=O)(=O)N2CCOCC2)cc1C(C)C
 : i, -0.6%, ?, -1%, -3%, -7%, 30%, -1.2, -24%
Cc1nnc(SCC2=C(C(=O)O)N3C(=O)C(NC(=O)c4cccc(F)c4F)C3SC2)s1 (centres undefined)
 : i, 5.0%, 12%, 1%, 0%, -6%, 9%, -0.8, 6%
O=C(NC(CO)Cc1ccc([N+](=O)[O-])cc1)C(Cl)Cl (centres undefined)
 : i, -0.2%, 2%, 2%, 1%[15.4 µM], -10%, -12%, -2.2, -11%
COc1ccc(N2CC(C(=O)N[C@@H](C)C(=O)NCc3ccccc3OC)CC2=O)cc1 (some centres undefined)
 : i, 0.0%, -18%, -5%, 2%, -2%, 4%, 0.1, -7%
O=C(COc1cccc(NC(=O)c2cccc([N+](=O)[O-])c2)c1)c1ccc(F)cc1
 : i, 0.5%, ?, -10%, 0%, -23%, 9%, -2.0, -56%
COc1cccc(NC(=O)CN(C)C(=O)c2cccc(S(=O)(=O)Nc3ccc(C)cc3)c2)c1
 : i, 2.6%, -3%, -16%, -2%, ?, 15%, 0.0, -16%
O=C(C1CCN(S(=O)(=O)c2ccccc2)CC1)N1CCc2ccccc21
 : i, -0.6%, -7%, 4%, -3%, 8%, -3%, -0.9, 5%
COc1ccc(CNc2nc(-c3ccc(OC)c(OC)c3)cc(C(F)(F)F)n2)cc1
 : ·, 3.8%, 1%[9.27 µM], 0%, ·, ?, 9%, ·, -24%
CN1CCN(NC(=O)Nc2cccc(Cl)c2Cl)CC1
 : i, -0.4%, 7%, 2%, 1%, 10%, -1%, -1.1, 0%
O=C(c1cnc(N2CCOCC2)c2ccccc12)N1CCN(c2ccccc2F)CC1
 : ·, 0.6%, ·, 6%, ·, ?, 12%, ·, -35%
CC1CCCN(C(C(=O)Nc2ccc3c(c2)OCO3)c2ccccc2)C1 (centres undefined)
 : i, 4.7%, 20%, -2%, 1%, ?, 7%, -1.6, -16%
CSCCC1NC(=O)N(CC(=O)Nc2ccc3c(c2)OCCO3)C1=O (centres undefined)
 : i, 4.2%, 5%, 17%, -1%, 6%, -8%, 3.0, -8%
O=C(CN(CC1CCCO1)C(=O)CCC(=O)Nc1ccccn1)NCC1CCCO1 (centres undefined)
 : i, -0.4%, 8%, -4%, -2%, -7%, 13%, -5.1, -1%
O=C(N/N=C/C=C\c1ccccc1)c1cnccn1
 : i, 2.3%, ?, 5%, 0%, 22%, -2%, -0.8, -1%
C=C1C(=O)O[C@H]2C[C@]3(C)C([C@@H](OC(=O)/C(C)=C/C)[C@H]12)[C@](C)(O)CC[C@H]3O (some centres undefined)
 : i, 6.7%, ?, -24%, -2%, ?, 0%, -3.5, -71%
O=C(NC1CCCCCC1)C1CCC(CNS(=O)(=O)c2ccc(Br)s2)CC1 (centres undefined)
 : i, -0.2%, -6%, 0%, -5%, -19%, -8%, 1.3, -7%
COc1cc(C=O)ccc1OCc1ccc(Cl)nc1
 : i, 2.2%, -5%, 3%, 3%, -5%, 3%, -0.9, -6%
O=C(Nc1ccccc1)OCCOc1ccccc1
 : ·, 0.1%, ·, 21%, 3%, -4%, -3%, -4.1, -15%
O=S(=O)(O)c1c(NS(=O)(=O)c2ccccc2)ccc2ccccc12
 : ·, ·, -6%, 0%, ·, -2%, ·, ·, 5%
CCCCCn1c(=N)n(CC(O)COc2ccccc2OC)c2ccccc21 (centres undefined)
 : i, -4.8%&-6.3%, -21%&16%, ?, 3%&2%, 11µM*, 1%&-1%, -4.3&-2.1, -84%&-38%
COC(=O)c1c(-c2ccccc2)csc1N1C(=O)Nc2ccccc2N1O
 : i, 0.1%, ?, 6%, -6%, -6%, -16%, -2.5, 1%
COc1cc(OC)cc(C(=O)NC(=S)N2CCCCCC2)c1
 : i, 0.4%, ?, 2%, -6%, 3%, 15%, 0.2, -14%
CC1=C(C(=O)N(C(C)C)C(C)C)CC(CC(=O)NCCc2ccccn2)C(=O)N1CCCN1CCCC1=O (centres undefined)
 : i, -0.1%, ·, ·, ·, -10%, -12%, 0.9, -3%
OCCN1CCN(C(c2ccc(Cl)cc2Cl)c2sc3nc(-c4ccco4)nn3c2O)CC1 (centres undefined)
 : ·, 3.6%, ·, -2%, ·, -7%, 0%, ·, -4%
COC(=O)C1=C(C)NC(=O)/C1=C\c1cc(C)n(-c2c(C)cccc2C)c1C
 : i, 6.1%, 23µM*, 21µM*, -1%, -3%, 1%, -3.2, -7%
O=C(/C=C/c1cccs1)N1CCN(c2ccccc2F)CC1
 : i, 2.8%, 6%, -3%, -1%, -7%, -26%, 0.7, -5%
CCC1CCCCN1CCCNC(=O)C1CCCN(c2ncnc3c2nc2n3CCCCC2)C1 (centres undefined)
 : i, 0.1%, ?, -3%, 0%, -7%, -1%, -4.1, -7%
CCCCCN(C(=O)NC(=O)Nc1ccc(C)cc1)S(=O)(=O)c1ccccc1
 : i, 0.6%, 5%, -1%, -1%, ?, 6%, -2.1, -47%
COCCCn1c(=O)c2sccc2n(Cc2ccc(C)cc2)c1=O
 : i, -0.3%, ?, 6%, -5%, 1%, 7%, 2.4, 13µM*

Quoted from the entries so far (two entries):
Sequence of screens: pAkt inh, Nrf2 activator, Nrf2 inh, A549 tox, Mm-Cpn inhibitor, TGFb SMAD3 inh, Abeta yeast res, CCT chaperon mod, HepG2 tox
CCCCCN(C(=O)NC(=O)Nc1ccc(C)cc1)S(=O)(=O)c1ccccc1
 : i, 0.6%, 5%, -1%, -1%, ?, 6%, -2.1, -47%
COCCCn1c(=O)c2sccc2n(Cc2ccc(C)cc2)c1=O
 : i, -0.3%, ?, 6%, -5%, 1%, 7%, 2.4, 13µM*

Compound activity: PubChem BioAssay, National Center for Advancing Translational Sciences (NCATS)
